Screening data (PubChem)
Pf growth 96h: Primary qHTS for delayed death inhibitors of the malarial parasite plastid, 96 hour incubation | P. falciparum luciferase reporter growth, 96 h | Potency, µM (top dose mostly 28.7 µM), without a hit: at the highest dose activity change, negative = inhibition, hits mostly inhibitors | hit rate 6.9% among 320,000 | AID 504834, 2011; note: potency is the fitted concentration of half-maximal effect; % is set by controls: 0 for no effect and ±100 for the full control effect
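P. falciparum expressing integrated firefly luciferase grown in erythrocytes (2% hematocrit, 0.05% parasitemia final) with compounds for 96 hours at 37 C, 5% CO2. Growth inhibition read as loss of luminescence after adding luciferase detection reagent.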
Shiga toxin inh: A qHTS for Small Molecule Inhibitors of Shiga Toxin; Vero cells, Shiga toxin protein synthesis inhibition reporter; inhibition, % at 38.7 µM; hit rate 9.2% among 290,000; AID 2315, 2010; in the data active = inhibition mostly above about 28%, no sharp cut-off; inactive = mostly below about 43%; note: 0% is about no effect
HCV inhibitor: qHTS Assay for Inhibitors of Hepatitis C Virus (HCV). Huh7.5.1 HCVcc-Cre infection, luciferase reporter, 44 h. Potency, µM (doses to about 41.8 µM), inactives show at the highest dose activity change, negative = inhibition, hits mostly inhibitors. hit rate 3.4% among 340,000; note: potency is the fitted concentration of half-maximal effect; % is set by controls: 0 for no effect and ±100 for the full control effect
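Cells (1,000/well) were plated 4 h before compound, then infected with HCVcc-Cre virus (~0.5 moi). After 44 h further culture, infection was read as luciferase luminescence following a 15 min substrate incubation at room temperature.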
CHX counter: Cycloheximide Counterscreen for Small Molecule Inhibitors of Shiga Toxin; cell reporter, cycloheximide protein synthesis inhibition counterscreen; max response, %; hit rate 12% among 300,000; in the data active = max response mostly above about 13%, no sharp cut-off; inactive = mostly below about 14%; note: read at 38.3 µM for the half of the compounds with a filed dose; 0% is about no effect
LmPK inh: qHTS Assay for Inhibitors of Leishmania Mexicana Pyruvate Kinase (LmPK); Potency, µM (top dose mostly 57.5 µM), for inactives: at the top dose activity change, negative = inhibition, actives largely listed as inhibitors; purified LmPK, Kinase-Glo ATP luminescence, 1 h; hit rate 0.37% among 290,000; Q27686; note: potency is the fitted concentration of half-maximal effect; % is set by controls: 0 for no effect and ±100 for the full control effect
Target sequence (Q27686 whole entry, looked up): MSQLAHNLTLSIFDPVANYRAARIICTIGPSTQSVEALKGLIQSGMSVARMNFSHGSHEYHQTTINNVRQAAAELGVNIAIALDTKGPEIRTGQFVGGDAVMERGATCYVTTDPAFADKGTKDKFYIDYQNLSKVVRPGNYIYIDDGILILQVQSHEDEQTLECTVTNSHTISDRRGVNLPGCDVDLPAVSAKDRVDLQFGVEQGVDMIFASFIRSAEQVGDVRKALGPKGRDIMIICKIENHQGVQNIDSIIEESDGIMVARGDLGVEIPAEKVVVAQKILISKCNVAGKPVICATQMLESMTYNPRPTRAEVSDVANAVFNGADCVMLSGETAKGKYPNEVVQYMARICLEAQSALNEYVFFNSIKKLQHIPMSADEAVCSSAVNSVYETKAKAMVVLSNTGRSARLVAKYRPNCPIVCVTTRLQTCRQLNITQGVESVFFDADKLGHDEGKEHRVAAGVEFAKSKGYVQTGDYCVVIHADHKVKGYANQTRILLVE
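Kinase-Glo luminescence read after 1 h RT reaction of 0.1 nM LmPK with 0.5 mM PEP and 0.1 mM ADP. Activity scaled between uninhibited and enzyme-free controls.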
Pf growth 48h: Primary qHTS for delayed death inhibitors of the malarial parasite plastid, 48 hour incubation; AID 504832, 2011; hit rate 5.9% among 310,000; Potency, µM (highest dose often 28.7 µM), without a hit: top-dose activity change, negative = inhibition, most hits filed as inhibitors; P. falciparum luciferase growth in erythrocytes, 48 h; note: potency is the fitted concentration of half-maximal effect; % is set by controls: 0 for no effect and ±100 for the full control effect
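Luciferase-expressing P. falciparum in infected erythrocytes (2% hematocrit, 0.1% parasitemia final) in RPMI 1640/0.5% Albumax were exposed to compound for 48 hours at 37 C, 5% CO2; growth read as luminescence.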
TbPYK inhibitor: qHTS of Trypanosoma Brucei Inhibitors. hit rate 0.12% among 410,000. pyruvate kinase (Trypanosoma brucei), Q57TT1. TbPYK enzyme, Kinase-Glo Plus ATP luminescence, 45 min. Potency, µM (highest dose often 76.8 µM), for inactives: at the top dose activity, negative = inhibition, actives largely listed as inhibitors; note: potency is the fitted concentration of half-maximal effect; % is set by controls: 0 for no effect and ±100 for the full control effect; nearly all actives have a fitted effect of over 50% in size
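Enzyme and substrate buffer are dispensed first and compound is pin-transferred. ADP at 130 uM final then starts the reaction, which runs 45 min at room temperature. Detection reagent is added for 10 min before luminescence is imaged.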
Starred values were filed as active, the others as inactive; [ ] = another dose, or the depositor's remark. Unless noted, calls come from the whole dose curve; as a rule, active = well fitted curve in the direction sought with a large enough effect; inconclusive = small, poorly fitted or top-dose-only effect, or another doubt; inactive = no such curve, though single readings can be large; an effect the other way counts as inactive or inconclusive.

For COc1ccc(NC(=O)c2oc3ccccc3c2CSC)cn1 the results were Pf growth 96h -13.6%, Shiga toxin inh 27.1, HCV inhibitor 0.4%, CHX counter -3.4, LmPK inh 0.9%, Pf growth 48h 7.5% and TbPYK inhibitor 1.5%.
Screening CCn1c(SCC(=O)c2ccc3ccccc3c2)nnc1-c1ccco1 returned Shiga toxin inh 1.6, HCV inhibitor -3.1%, CHX counter 2.6, LmPK inh 6.0% and Pf growth 48h inconclusive.
O=C(O)c1cc[c]([Hg][Cl])cc1 was read as Pf growth 96h 5.22µM*, HCV inhibitor inconclusive, Pf growth 48h 5.86µM* and TbPYK inhibitor 17.8µM*.
`CCOc1ccc(NC(=O)C2(c3ccc(OC)c(OC)c3)CCCC2)cc1` gave Pf growth 96h 1.65µM*, Shiga toxin inh -7.3, HCV inhibitor -13.7%, CHX counter -4.1, LmPK inh -0.4%, Pf growth 48h inconclusive and TbPYK inhibitor -2.9%.
`O=C(Cc1ccc(-n2c(=O)c3ccccc3n(Cc3ccccc3Cl)c2=O)cc1)NCC1CCCO1` (stereo unspecified) gave Pf growth 96h -7.3%, Shiga toxin inh -9.6, HCV inhibitor -6.8%, CHX counter 11.0, LmPK inh 1.7%, Pf growth 48h inconclusive and TbPYK inhibitor 0.9%.
`CC1CC(C)CN(C(=O)Cn2c(=O)oc3cc(S(=O)(=O)N4CCCC4)ccc32)C1` (stereo unspecified) gave Pf growth 96h 11.7µM*, Shiga toxin inh -5.2, HCV inhibitor 7.8%, CHX counter -3.1, LmPK inh 3.8%, Pf growth 48h inconclusive and TbPYK inhibitor 0.0%.
`Cc1cccc2nc(Cn3c(=O)n(CCCC(=O)NCc4ccco4)c(=O)c4ccccc43)cc(=O)n12` gave Pf growth 96h inconclusive, Shiga toxin inh 0.3, HCV inhibitor inconclusive, CHX counter 10.4, LmPK inh 6.3%, Pf growth 48h inconclusive and TbPYK inhibitor -2.2%.
`O=C(OCn1nnc2ccccc2c1=O)c1cn(-c2ccccc2)nc1-c1cccnc1` gave Pf growth 96h 37.1%[activator], Shiga toxin inh -11.2, HCV inhibitor 10µM*, CHX counter -3.3, LmPK inh -0.3%, Pf growth 48h 0.0% and TbPYK inhibitor 2.5%.
For CCOC(=O)c1c(NC(=O)c2cccs2)sc2c1CC(C)(C)OC2 the results were Pf growth 96h 25.3%, Shiga toxin inh -8.5, HCV inhibitor 7.94µM*, CHX counter -2.5, LmPK inh 3.5%, Pf growth 48h inconclusive and TbPYK inhibitor -3.4%.
`CC(C)Oc1ccc(Oc2ccc(C(F)(F)F)cn2)cc1` gave Shiga toxin inh 1.3, HCV inhibitor inconclusive, CHX counter 10.2, LmPK inh -1.4%, Pf growth 48h 10.1% and TbPYK inhibitor -0.2%.
`COc1cccc(CNC(=O)c2cc3oc4ccccc4c3n2C)c1OC` gave Pf growth 96h 9.28µM*, Shiga toxin inh 22.7, HCV inhibitor inconclusive, CHX counter 7.9, LmPK inh 7.6% and TbPYK inhibitor -4.8%.
OC(CNCC1CCCCC1)COc1ccccc1 (stereo unspecified) was read as Pf growth 96h inconclusive, Shiga toxin inh -8.1, HCV inhibitor -2.6%, CHX counter -3.7, LmPK inh 0.4%, Pf growth 48h 0.0% and TbPYK inhibitor -4.3%.
For COCCNc1nnc(SCC(=O)Nc2cc(C)on2)s1 the results were Pf growth 96h 14.4%, HCV inhibitor 6.9%, Pf growth 48h 15.2% and TbPYK inhibitor -6.4%.
For O=C(c1ccc(N2CCOCC2)cc1)N1CCCC(Nc2ccccc2)C1 (stereo unspecified) the results were Pf growth 96h inconclusive, Shiga toxin inh -3.8, HCV inhibitor -4.2%, CHX counter -2.1, LmPK inh -5.3%, Pf growth 48h -3.8% and TbPYK inhibitor inconclusive.
`C=CCNc1nc(NCc2ccco2)nc(OCC)n1` gave Pf growth 96h 6.4%, Shiga toxin inh 33.5, HCV inhibitor 0.7%, CHX counter -4.4, LmPK inh 0.4%, Pf growth 48h 4.9% and TbPYK inhibitor 1.0%.
Screening COc1ccc(N2CCN(Cc3cc(=O)oc4cc5c(cc34)CCCC5)CC2)cc1 returned Pf growth 96h -19.7%, Shiga toxin inh 19.1, HCV inhibitor -9.1%, CHX counter -4.7, LmPK inh 0.2%, Pf growth 48h -29.3% and TbPYK inhibitor 1.5%.
CC1CCc2sc(C(=O)NN=C3CCC(c4ccccc4)CC3)cc2C1 (stereo unspecified) was read as Pf growth 96h 14.7%, Shiga toxin inh 15.7, HCV inhibitor 1.8%, CHX counter 3.2, LmPK inh -2.4%, Pf growth 48h 16.8% and TbPYK inhibitor 4.3%.
CCOC(=O)N1CCN(C(=O)c2cc(S(=O)(=O)N3CCc4ccccc43)ccc2OC)CC1 was read as Pf growth 96h inconclusive, HCV inhibitor inconclusive, Pf growth 48h inconclusive and TbPYK inhibitor 1.7%.
Cc1cc(-c2nnc3n2N=C(c2ccccc2Br)CS3)n[nH]1 was read as Pf growth 96h 11.7µM*, Shiga toxin inh -21.9, HCV inhibitor -15.5%, CHX counter -3.4, LmPK inh 0.1%, Pf growth 48h inconclusive and TbPYK inhibitor -1.9%.
Screening CCN(CC(=O)Nc1ccccc1-c1ccccc1)Cc1nc2ccccc2c(=O)[nH]1 returned Pf growth 96h inconclusive, Shiga toxin inh -4.9, HCV inhibitor inconclusive, CHX counter -1.6, LmPK inh -0.1%, Pf growth 48h inconclusive and TbPYK inhibitor 2.5%.
COC(=O)C1=C(c2c(C)noc2C)C[C@@H]2CC[C@H]1N2C(=O)NCc1ccc(F)cc1 was read as Pf growth 96h 20.3%, HCV inhibitor -8.7%, Pf growth 48h 28.3% and TbPYK inhibitor 1.8%.
Screening Cc1cc(S(=O)(=O)N2CCCC2)ccc1OCC(=O)Nc1ccccc1 returned Pf growth 96h -24.4%, Shiga toxin inh -17.9, HCV inhibitor -2.8%, CHX counter 0.6, LmPK inh 5.2%, Pf growth 48h -8.5% and TbPYK inhibitor -3.3%.
Cc1c(NC(=O)CSc2nnnn2C)c(=O)n(-c2ccccc2)n1C was read as Shiga toxin inh -6.3, HCV inhibitor 15.5%, CHX counter 20.1, LmPK inh -1.1%, Pf growth 48h 30.0%[activator] and TbPYK inhibitor -1.7%.
N#C/C(=C\c1ccccc1O)C(=O)Nc1cccnc1 was read as Pf growth 96h inconclusive, Shiga toxin inh 57.2*, HCV inhibitor inconclusive, CHX counter 46.0*, LmPK inh inconclusive, Pf growth 48h inconclusive and TbPYK inhibitor -17.1%.
For O=C(c1ccccn1)N1CCCC(N2CCN(c3cccc(C(F)(F)F)c3)CC2)C1 (stereo unspecified) the results were Pf growth 96h -14.2%, Shiga toxin inh 41.3*, HCV inhibitor 1.0%, CHX counter 19.9*, LmPK inh -2.3%, Pf growth 48h inconclusive and TbPYK inhibitor 6.5%.
CC(C)N1C(=O)S/C(=C/c2ccc3c(c2)n(C)c(=O)n3C)C1=O was read as Pf growth 96h inconclusive, Shiga toxin inh -4.3, HCV inhibitor inconclusive, CHX counter -3.6, LmPK inh -0.5%, Pf growth 48h 11.5% and TbPYK inhibitor 2.5%.
Cc1cc(C)c(C#N)c(Nc2ccccc2Cl)n1 was read as Pf growth 96h 6.0%, Shiga toxin inh -11.8, HCV inhibitor -24.9%, CHX counter -1.7, LmPK inh 6.9%, Pf growth 48h 30.9%[activator] and TbPYK inhibitor -2.3%.
C/C(=N\Nc1cccc(C(=O)O)c1)c1ccc2c(c1)Nc1ccccc1S2 was read as Pf growth 96h inconclusive, Shiga toxin inh 77.7*, HCV inhibitor -5.3%, CHX counter 31.5*, LmPK inh -0.9%, Pf growth 48h -6.0% and TbPYK inhibitor -28.5%.
`N#Cc1cc2c([nH]c1=S)CCCC2` gave Pf growth 96h 4.1%, Shiga toxin inh 50.5*, HCV inhibitor -1.8%, CHX counter 32.8*, LmPK inh 13.6%, Pf growth 48h 3.2% and TbPYK inhibitor 5.62µM*.
For CC(NC(=O)/C(=C/c1ccc(OC(F)F)cc1)c1ccccc1)c1ccccc1 (stereo unspecified) the results were Pf growth 96h inconclusive, Shiga toxin inh 0.5, HCV inhibitor inconclusive, CHX counter -1.5, LmPK inh 0.3%, Pf growth 48h -18.6% and TbPYK inhibitor 4.0%.

Pulled by structure from the entries so far:
N#C/C(=C\c1ccccc1O)C(=O)Nc1cccnc1 was read as Pf growth 96h inconclusive, Shiga toxin inh 57.2*, HCV inhibitor inconclusive, CHX counter 46.0*, LmPK inh inconclusive, Pf growth 48h inconclusive and TbPYK inhibitor -17.1%.
C/C(=N\Nc1cccc(C(=O)O)c1)c1ccc2c(c1)Nc1ccccc1S2 was read as Pf growth 96h inconclusive, Shiga toxin inh 77.7*, HCV inhibitor -5.3%, CHX counter 31.5*, LmPK inh -0.9%, Pf growth 48h -6.0% and TbPYK inhibitor -28.5%.
Cc1cc(-c2nnc3n2N=C(c2ccccc2Br)CS3)n[nH]1 was read as Pf growth 96h 11.7µM*, Shiga toxin inh -21.9, HCV inhibitor -15.5%, CHX counter -3.4, LmPK inh 0.1%, Pf growth 48h inconclusive and TbPYK inhibitor -1.9%.

Further entries follow.
`COc1cc(OC)c(NC(=O)CN(C)S(=O)(=O)c2ccc(-c3ccc(=O)[nH]n3)s2)cc1Cl` gave Pf growth 96h 7.6%, Shiga toxin inh 11.6, HCV inhibitor inconclusive, CHX counter 0.7, LmPK inh 3.7%, Pf growth 48h 2.33µM* and TbPYK inhibitor -2.0%.
For O=S(=O)(CCN1CCOCC1)c1ccccc1 the results were Pf growth 96h 0.0%, Shiga toxin inh -6.9, HCV inhibitor 5.4%, CHX counter 0.8, LmPK inh 6.4%, Pf growth 48h 8.3% and TbPYK inhibitor 2.8%.
CC(C)c1ccc(NC(=O)Cn2nnc(C(=O)NCc3ccco3)c2N)cc1 was read as Pf growth 96h 11.7µM*, Shiga toxin inh -3.4, HCV inhibitor -0.5%, CHX counter 10.3, LmPK inh 4.7%, Pf growth 48h 28.5% and TbPYK inhibitor 2.3%.
For N#CC[N+]1(CCCNP2(=O)C=C(c3ccccc3)OC(c3ccccc3)=C2)CCOCC1 the results were Pf growth 96h inconclusive, Shiga toxin inh -2.5, HCV inhibitor -10.0%, CHX counter -1.0, LmPK inh -1.9%, Pf growth 48h -9.9% and TbPYK inhibitor -0.6%.
For FC(F)(F)c1ccc(CNCCc2c[nH]c3ccccc23)cc1 the results were Pf growth 96h inconclusive, Shiga toxin inh -10.2, HCV inhibitor -3.4%, CHX counter -0.5, LmPK inh -1.4%, Pf growth 48h 31.8%[activator] and TbPYK inhibitor 4.0%.
For CS(=O)(=O)c1ccc(Cl)c(NC(=O)C2CC(=O)N(c3ccc4c(c3)OCCO4)C2)c1 (stereo unspecified) the results were Pf growth 96h -21.2%, Shiga toxin inh -27.8, HCV inhibitor 4.3%, CHX counter 0.7, LmPK inh -6.3%, Pf growth 48h -11.6% and TbPYK inhibitor -8.1%.
For CN(C)c1nc(NCc2ccccc2)nc(SCC(N)=O)n1 the results were Pf growth 96h 5.5%, Shiga toxin inh -3.0, HCV inhibitor -22.0%, CHX counter -1.8, LmPK inh 1.1%, Pf growth 48h 0.0% and TbPYK inhibitor -1.0%.

Random draw from the library. About 24% of those tested had a hit in this group.
